FBPA Giardia inh: qHTS Assay for Inhibitors of Fructose-1,6-bisphosphate Aldolase from Giardia Lamblia | A8B2U2 | purified Giardia FBPA | Potency, µM (highest dose often 59.6 µM), without a hit: at the highest dose activity, negative = inhibition, usual class: inhibitors | hit rate 0.71% among 290,000; note: potency is the fitted concentration of half-maximal effect; nearly all actives have a fitted effect of over 55% in size
Target sequence (A8B2U2 whole entry, looked up): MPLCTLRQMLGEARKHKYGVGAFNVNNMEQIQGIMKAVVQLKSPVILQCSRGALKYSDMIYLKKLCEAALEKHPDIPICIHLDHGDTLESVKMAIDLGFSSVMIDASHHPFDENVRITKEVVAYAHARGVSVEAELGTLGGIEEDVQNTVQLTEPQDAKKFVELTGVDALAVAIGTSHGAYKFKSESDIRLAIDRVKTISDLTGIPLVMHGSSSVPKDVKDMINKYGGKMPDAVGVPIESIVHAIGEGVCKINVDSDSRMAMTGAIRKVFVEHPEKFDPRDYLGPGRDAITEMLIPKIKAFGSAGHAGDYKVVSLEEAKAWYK
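40 nM FBPA preincubated 10 min at RT with compound (up to 57.5 uM final), then substrate plus GAPDH/TPI/NAD/arsenate coupling and diaphorase/resazurin added. Fluorescence read after 20 min at RT, 525/598 nm.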
AMA1 RON2 block: qHTS for Inhibitors of AMA1-RON; Towards Development of Antimalarial Drug Lead: Primary Screen; Plasmodium falciparum AMA1 (3D7) - RON2 peptide interaction; AlphaScreen AMA1-biotinylated RON2 peptide binding; Potency, µM (highest dose often 58.2 µM), without a hit: at the top dose activity change, negative = inhibition, actives largely listed as inhibitors; hit rate 0.2% among 360,000;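 note: potency is the fitted concentration of half-maximal effect; 0% = vehicle wells and -100% = peptide control; nearly all actives have a fitted effect of over 45% in size; some results filed as inactive show a strong effect at the top dose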
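AMA1 (3D7) with his tag at 25 nM final met compounds first, then biotinylated RON2 peptide at 25 nM; detection used donor plus acceptor beads, 10 µg/mL apiece, read by AlphaScreen after 30 min at room temperature.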
AmpC detergent: qHTS Inhibitors of AmpC Beta-Lactamase (assay with detergent); P00811; AmpC hydrolysis of nitrocefin, absorbance 480 nm, 0.01% Triton; Potency, µM (highest dose often 114 µM), for the others: at the highest dose activity change, negative = inhibition, actives largely listed as inhibitors; hit rate 0.041% among 370,000;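 note: potency is the fitted concentration of half-maximal effect; 0% = no-compound wells and -100% = no-enzyme wells; nearly all actives have a fitted effect of over 25% in size; some results filed as inactive show a strong effect at the top dose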
Target sequence (P00811 whole entry, looked up): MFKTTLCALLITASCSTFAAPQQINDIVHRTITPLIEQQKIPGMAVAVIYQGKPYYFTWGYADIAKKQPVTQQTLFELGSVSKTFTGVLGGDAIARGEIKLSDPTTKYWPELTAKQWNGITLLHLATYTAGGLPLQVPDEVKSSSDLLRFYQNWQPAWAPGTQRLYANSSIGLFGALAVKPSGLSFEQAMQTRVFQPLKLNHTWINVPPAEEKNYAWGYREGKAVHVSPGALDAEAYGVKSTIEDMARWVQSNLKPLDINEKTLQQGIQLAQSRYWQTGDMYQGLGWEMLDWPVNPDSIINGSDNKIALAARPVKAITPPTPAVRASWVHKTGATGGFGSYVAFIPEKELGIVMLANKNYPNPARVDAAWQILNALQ
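20 mM phosphate pH 7.0 + 0.01% (detergent screen) or 0.0001% Triton X-100; 5.3 nM AmpC reagent; cpd preinc 15 min RT; nitrocefin (800 uM stock) to start; A480 q20 s × 4 min; Activity was normalised to no-enzyme and no-compound control wells.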
AmpC no deterg: qHTS Inhibitors of AmpC Beta-Lactamase (assay without detergent); hit rate 0.52% among 330,000; AmpC nitrocefin hydrolysis, absorbance 480 nm, 0.0001% Triton; P00811; Potency, µM (highest dose often 57.1 µM), without a hit: at the top dose activity change, negative = inhibition, most hits filed as inhibitors; AID 485341, 2010;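 note: potency is the fitted concentration of half-maximal effect; plate controls were no compound for no effect and no enzyme for full effect; nearly all actives have a fitted effect of over 20% in size; some results filed as inactive show a strong effect at the top dose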
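AmpC (5.3 nM in the dispensed reagent) in 20 mM phosphate pH 7.0 with 0.01% (detergent screen) or 0.0001% Triton X-100 was preincubated with compounds for 15 min at room temperature. Nitrocefin was then added from an 800 uM solution, and hydrolysis was followed at 480 nm.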
HCMV inh: qHTS Assay for inhibitors of the human cytomegalovirus (HCMV) | HFF cells, HCMV-luciferase reporter, 72 h; hits give low values | activity change, negative = inhibition, % at 57.5 µM | hit rate 4.5% among 410,000; in the data active = activity change below about -60%; inconclusive = no clear call, values can overlap the other calls; inactive = above about -39%
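Two-dose cell screen: HFF monolayers treated with compounds and infected with luciferase-expressing HCMV at 1 PFU/cell, 72 h at 37C, then lysed for luciferase measurement.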
Sm TGR block: qHTS Assay for the Inhibitors of Schistosoma Mansoni Peroxiredoxins | Schistosoma mansoni thioredoxin glutathione reductase (TGR), Q962Y6 | purified TGR, DTNB reduction, TNB absorbance 405 nm | Potency, µM (titrated, usually from 114 µM), for the others: at the top dose activity change, negative = inhibition, hits mostly inhibitors | hit rate 3% among 360,000 | AID 485364, 2010; note: potency is the fitted concentration of half-maximal effect; nearly all actives have a fitted effect of over 60% in size
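First, TGR (20 nM dispensed) and NADPH were mixed with compound. Second, a 15 min room-temperature incubation followed. Third, further NADPH and then DTNB were added to start the reaction. Finally, TNB absorbance was monitored kinetically.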
Numbers without * were called inactive; & = joins results of further samples; [ ] = another dose, or the depositor's remark. Unless noted, calls come from the whole dose curve; as a rule, active = well fitted curve in the direction sought with a large enough effect; inconclusive = small, poorly fitted or top-dose-only effect, or another doubt; inactive = no such curve, though single readings can be large; an effect the other way counts as inactive or inconclusive. Unless noted, % is set by controls: 0 for no effect and ±100 for the full control effect.

c1ccc(N(c2ccccc2)c2nc(N3CCCC3)nc(-n3ccnc3)n2)cc1 was read as FBPA Giardia inh 8%, AMA1 RON2 block -3%, AmpC detergent 0%, AmpC no deterg 18%, HCMV inh -66* and Sm TGR block -21%.
`c1ccc(-c2ccc(C3CCCN3)cc2)cc1` (stereo unspecified) gave FBPA Giardia inh 4%, AMA1 RON2 block 13%, AmpC detergent 2%, AmpC no deterg 3%, HCMV inh -20 and Sm TGR block inconclusive.
Cc1nc2ccc(NC(=O)NCCO)cc2s1 was read as FBPA Giardia inh 0%, AMA1 RON2 block -7%, AmpC detergent -6%, AmpC no deterg -8%, HCMV inh -12 and Sm TGR block 6%.
`Cc1ccccc1COC(=O)CN1C(=O)NC2(CCCC2)C1=O` gave AMA1 RON2 block 4%, AmpC detergent -20%, AmpC no deterg -14%, HCMV inh -15 and Sm TGR block 3%.
Cc1ccoc1C(=O)N1CCN(C(=O)c2occc2C)CC1 was read as FBPA Giardia inh 6%, AMA1 RON2 block 12%, AmpC detergent -12%, AmpC no deterg -1%, HCMV inh -4 and Sm TGR block 3%.
`Cc1nn(C2CCS(=O)(=O)C2)c2nc(C3CC3)cc(C(=O)Nc3ccc(C(N)=O)cc3)c12` (stereo unspecified) gave AMA1 RON2 block -7%, AmpC detergent -20%, AmpC no deterg -5%, HCMV inh -4 and Sm TGR block -17%.
Screening Cc1cccc(NC(=O)c2cc(S(=O)(=O)N3CCCCC3)c[nH]2)c1C returned FBPA Giardia inh -11%, AMA1 RON2 block -3%, AmpC detergent -6%&23%, AmpC no deterg inconclusive, HCMV inh -17&-9 and Sm TGR block -2%&4%.
`COc1cc(/C=N/NC(=O)c2c(-c3ccccc3)noc2C)cc(OC)c1OC` gave FBPA Giardia inh 8%, AMA1 RON2 block 14%, AmpC detergent 1%, AmpC no deterg -23%, HCMV inh 19 and Sm TGR block 0%.
Cn1cccc1/C=C(/C#N)C(N)=S was read as FBPA Giardia inh 3%, AMA1 RON2 block -14%, AmpC detergent 0%, AmpC no deterg -14%, HCMV inh 26 and Sm TGR block 1%.
For COc1cccc(CN2CC(C(=O)NCCCCc3ccccn3)CCC2=O)c1 (stereo unspecified) the results were AMA1 RON2 block 10%, AmpC detergent 6%, AmpC no deterg 45%, HCMV inh 14 and Sm TGR block 0%.
`Cc1ccccc1OCC(=O)NCCNC(=O)c1ccccn1` gave FBPA Giardia inh 6%, AMA1 RON2 block -22%, AmpC detergent 2%, AmpC no deterg 3%, HCMV inh inconclusive and Sm TGR block 9%.
Screening CC(=O)c1sc(N/N=C\c2ccccc2O)nc1C returned FBPA Giardia inh -3%, AMA1 RON2 block 99%[activator], AmpC detergent 1%, AmpC no deterg -35%, HCMV inh 27 and Sm TGR block -5%[57.1 µM].

6 compounds from above, sorted by length of the SMILES, lowest first.
Cc1nc2ccc(NC(=O)NCCO)cc2s1 was read as FBPA Giardia inh 0%, AMA1 RON2 block -7%, AmpC detergent -6%, AmpC no deterg -8%, HCMV inh -12 and Sm TGR block 6%.
`c1ccc(-c2ccc(C3CCCN3)cc2)cc1` (stereo unspecified) gave FBPA Giardia inh 4%, AMA1 RON2 block 13%, AmpC detergent 2%, AmpC no deterg 3%, HCMV inh -20 and Sm TGR block inconclusive.
Cc1ccoc1C(=O)N1CCN(C(=O)c2occc2C)CC1 was read as FBPA Giardia inh 6%, AMA1 RON2 block 12%, AmpC detergent -12%, AmpC no deterg -1%, HCMV inh -4 and Sm TGR block 3%.
For COc1cccc(CN2CC(C(=O)NCCCCc3ccccn3)CCC2=O)c1 (stereo unspecified) the results were AMA1 RON2 block 10%, AmpC detergent 6%, AmpC no deterg 45%, HCMV inh 14 and Sm TGR block 0%.
Screening Cc1cccc(NC(=O)c2cc(S(=O)(=O)N3CCCCC3)c[nH]2)c1C returned FBPA Giardia inh -11%, AMA1 RON2 block -3%, AmpC detergent -6%&23%, AmpC no deterg inconclusive, HCMV inh -17&-9 and Sm TGR block -2%&4%.
`Cc1nn(C2CCS(=O)(=O)C2)c2nc(C3CC3)cc(C(=O)Nc3ccc(C(N)=O)cc3)c12` (stereo unspecified) gave AMA1 RON2 block -7%, AmpC detergent -20%, AmpC no deterg -5%, HCMV inh -4 and Sm TGR block -17%.

Additional structures follow.
Screening COCCNC(=S)Nc1ccc(N2CCCCC2)cc1 returned FBPA Giardia inh inconclusive, AMA1 RON2 block -3%, AmpC detergent -2%, AmpC no deterg -26%, HCMV inh 50 and Sm TGR block -8%.
For C/C(=N\Nc1nc2ccccc2s1)c1ccc(Br)s1 the results were FBPA Giardia inh -15%, AMA1 RON2 block 36%[activator], AmpC detergent 8%, AmpC no deterg -35%, HCMV inh -20 and Sm TGR block 6%.
`COc1ccc(CN2CCC(=O)N(CCO)CC2)cc1OC` gave FBPA Giardia inh -6%, AMA1 RON2 block 7%, AmpC detergent inconclusive, AmpC no deterg -8%, HCMV inh -30 and Sm TGR block -10%.
CC(C)OC(=O)c1cccc(NC(=O)c2ccccc2)c1 was read as FBPA Giardia inh -1%, AMA1 RON2 block -4%, AmpC detergent inconclusive, AmpC no deterg -20%, HCMV inh inconclusive and Sm TGR block -13%.
`NC1=NC[C@@H](Cc2ccc(O)cc2)N1CCc1cc(C(F)(F)F)cc(C(F)(F)F)c1` gave FBPA Giardia inh 7%, AMA1 RON2 block 14%, AmpC detergent 1%, AmpC no deterg 12%, HCMV inh 64 and Sm TGR block 12%.
Cc1c(N(C)C)nc2ccccc2c1N was read as FBPA Giardia inh -2%, AMA1 RON2 block 5%, AmpC detergent -12%, AmpC no deterg -19%, HCMV inh 39 and Sm TGR block -8%.
For CCOC(=O)[C@H]1[C@H]2COc3cc(OC)ccc3[C@@H]2N2C(=O)c3ccc(F)cc3NC(=O)[C@@]12C the results were AMA1 RON2 block -8%, AmpC detergent 0%, AmpC no deterg -16%, HCMV inh -7 and Sm TGR block 7%.
Screening CC(=O)c1cccc(NC(=O)c2ccc3nc(Cc4ccccc4)oc3c2)c1 returned AmpC detergent 5%, HCMV inh -7 and Sm TGR block 2%.
COCCn1c(C)cc(C2=NNC(=Nc3ccc(Cl)cc3Cl)SC2)c1C was read as FBPA Giardia inh -2%, AMA1 RON2 block 11%, AmpC detergent 4%, AmpC no deterg -14%, HCMV inh -21 and Sm TGR block -2%.
Screening CCc1cc2c(=O)c(-c3cnn(-c4ccccc4)c3)coc2c(CN2CCOCC2)c1O returned FBPA Giardia inh -3%, AMA1 RON2 block -5%, AmpC detergent 5%, AmpC no deterg -26%, HCMV inh inconclusive and Sm TGR block inconclusive.
Screening CCCCn1nnnc1NCc1ccc(OC)c(OC)c1OC returned FBPA Giardia inh 3%, AMA1 RON2 block 0%, AmpC detergent 1%, AmpC no deterg -2%, HCMV inh 15 and Sm TGR block 0%.
`CC(Cn1cncn1)C(=O)N1CCN(S(=O)(=O)c2ccc(Cl)cc2)CC1` (stereo unspecified) gave FBPA Giardia inh -8%, AMA1 RON2 block 4%, AmpC detergent 4%, AmpC no deterg -7%, HCMV inh 25 and Sm TGR block 3%.
Screening CC(Oc1ccc(F)cc1)C(=O)Nc1ccc2ccccc2c1 (stereo unspecified) returned FBPA Giardia inh -1%, AMA1 RON2 block 8%, AmpC detergent -7%, AmpC no deterg -25%, HCMV inh -67* and Sm TGR block 9%.
Screening O=C(NCC(=O)N1CCN(c2ccccc2O)CC1)c1ccc2c(c1)OCO2 returned FBPA Giardia inh -21%, AMA1 RON2 block 1%, AmpC detergent -4%, AmpC no deterg -8%, HCMV inh 1 and Sm TGR block -4%.
`COc1ccccc1C(=O)Nn1c(C)nc2ccccc2c1=O` gave FBPA Giardia inh 8%, AMA1 RON2 block -5%, AmpC detergent -10%, AmpC no deterg -9%, HCMV inh 2 and Sm TGR block -14%.
Screening COc1ccc(/C=N/n2nnnc2N)cc1OC returned FBPA Giardia inh 4%, AMA1 RON2 block -2%, AmpC detergent -7%, AmpC no deterg -9%, HCMV inh 62 and Sm TGR block 17%.
C=C(C)Cn1c(CN(C)Cc2ccccc2)nc2c1c(=O)n(C)c(=O)n2C was read as FBPA Giardia inh 10%, AMA1 RON2 block -11%, AmpC detergent 2%, AmpC no deterg 105%[activator], HCMV inh inconclusive and Sm TGR block 11%.
Screening COc1ccc(NS(=O)(=O)c2ccc3c(c2)CCN3C(=O)CCC(=O)O)cc1OC returned FBPA Giardia inh -10%, AMA1 RON2 block 0%, AmpC detergent -4%, AmpC no deterg -10%, HCMV inh inconclusive and Sm TGR block 3%.
For CSc1nnc(-c2cccn(Cc3ccccc3)c2=O)o1 the results were FBPA Giardia inh 2%, AMA1 RON2 block -11%, AmpC detergent -7%, AmpC no deterg -10%, HCMV inh -17 and Sm TGR block 1%.
COc1cccc(N2C(=O)C(CC(=O)Nc3ccccc3)N(C3CCCCC3)C2=O)c1 (stereo unspecified) was read as FBPA Giardia inh -2%, AMA1 RON2 block -1%, AmpC detergent 2%, AmpC no deterg -3%, HCMV inh -2 and Sm TGR block 7%.
For CCCCC(=O)Nc1c(C)cc(C)cc1Cl the results were FBPA Giardia inh 3%, AMA1 RON2 block 12%, AmpC detergent 4%, AmpC no deterg 3%, HCMV inh 48 and Sm TGR block 7%.
COc1ccc(-c2sc3cc4c(cc3c2C#CC2(N)CCCCC2)OCO4)cc1 was read as AMA1 RON2 block -25%, AmpC detergent -1%, AmpC no deterg 11%, HCMV inh -4 and Sm TGR block -21%.
Screening Cc1ccc(N=Nc2ccc(N)cc2C)c(S(N)(=O)=O)c1 returned FBPA Giardia inh inconclusive, AMA1 RON2 block -7%, AmpC detergent -1%, AmpC no deterg -44%, HCMV inh 70 and Sm TGR block -23%.
Cc1c(Br)c([N+](=O)[O-])nn1CC(=O)NCCc1c[nH]c2ccccc12 was read as FBPA Giardia inh -1%, AMA1 RON2 block -12%, AmpC detergent 2%, AmpC no deterg -43%, HCMV inh -33 and Sm TGR block -1%.
`COc1ccc(NCC(=O)Nc2ccc(Br)cc2F)c(OC)c1` gave FBPA Giardia inh inconclusive, AMA1 RON2 block -26%, AmpC detergent -4%, AmpC no deterg -29%, HCMV inh -28 and Sm TGR block inconclusive.
c1ccc(CSc2ncn[nH]2)nc1 was read as FBPA Giardia inh -20%, AMA1 RON2 block 5%, AmpC detergent 1%, AmpC no deterg -11% and HCMV inh -26.
`O=C(Nc1cc([N+](=O)[O-])ccc1N1CCOCC1)c1ccco1` gave FBPA Giardia inh 2%, AMA1 RON2 block -4%, AmpC detergent -6%, AmpC no deterg -15%, HCMV inh 68 and Sm TGR block 0%.

High-throughput results (PubChem)
